M1 ag – M1 muscarinic receptor agonists, primary screen, CHO-M1 cells, Fluo-4 calcium, agonist mode; AID 626, 2007; Fluo-4 calcium fluorescence; active compounds read high; 64,000 compounds, 3% hits; Muscarinic acetylcholine receptor M1; B-score at 10 µM;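 active means fluorescence rise, raw or as B-score row- and column-corrected plate score, outside the 99.7% band of its plate's samples, either direction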
M1 antagonist – antagonists of rat M1 muscarinic receptor; B-score at 10 µM; AID 628, 2007; CHO-M1 cells, Fluo-4 calcium, ACh EC80 antagonist mode; active compounds read low; 64,000 compounds, 3.4% hits;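 active means calcium fluorescence response, raw or row-and-column corrected B-score, differing from the plate sample mean either way at a set confidence level, mostly lower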
tolC growth inh – growth inhibitors of E. coli tolC mutant, primary screen, strain BW25113 ΔtolC::kan, 384-well. growth inhibition, % at 10 µM (by protocol). OD615. 65,000 compounds, 2.2% hits. AID 573, 2007;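 active means growth inhibition at or above a cutoff equal to the mean over every tested compound plus 3 SD, cut at about 60% in these data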;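 further: growth measured after 20 h incubation at 37 °C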
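Test system – E. coli BW25113 ΔtolC::kan, tolC deletion mutant strain · Detection – OD at 615 nm · Buffer or medium – LB with kanamycin 50 µg/mL · Times – 20 h compound exposure of bacteria at 37 °C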
HEK293 NFkB inh – inhibitors of PMA/ionomycin-induced NF-kB reporter, primary screen, antigen receptor NF-kB inhibitor project, cell-based, HEK-293 luciferase reporter, luminescence. HEK-293 NF-kB luciferase reporter. inhibition, % at 3 µM. 62,000 compounds, 0.21% hits;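 active means inhibition above the mean of all tested compounds plus 3 SD, cut at about 40% in these data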;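 further: 0% = stimulated DMSO wells and 100% = 10 µM reference inhibitor 5653914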
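Signal: luciferase luminescence; Material: HEK-293 cells with stable firefly luciferase reporter driven by four HIV NF-kB elements; Probe or stimulus: PMA with ionomycin; Replication: tested once; Times: 1 h compound pretreatment, then 16 h stimulation at 37 °C, 5% CO2; Benchmarks: DMSO and 10 µM reference inhibitor; Evaluation: per-plate % inhibition versus controls.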
Jurkat viability – cytotoxicity toward Jurkat T cells, primary screen, cytotoxicity control, cell-based, Jurkat E6.1, 60K MLSMR library | Jurkat E6.1 viability, ATP luminescence, 48 h | inhibition, % at 4 µM | 56,000 compounds, 1.2% hits | AID 463, 2006;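 active means inhibition above the mean inhibition of all tested compounds plus 3 SD, cut at about 28% in these data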
TNAP act mid DEA – human TNAP enzyme activators, primary screen, biochemical, luminescent, intermediate phosphate acceptor level; Alkaline phosphatase, tissue-nonspecific isozyme (Homo sapiens), P05186; purified TNAP, CDP-star luminescence, 100 mM DEA, 30 min; active compounds read high; scale: 0 levamisole-inhibited, 1 vehicle-only enzyme; activation factor at 20 µM; 64,000 tested, under 10 active; AID 813, 2007;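 active means activation factor of at least 2 at 20 µM, relative to controls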
NADH enzymes – inhibitors of PK/LDH coupling enzymes, profiling panel, artefact control, biochemical, MLSMR library; IC50, µM (series often up to 10 µM), for the others: at the top dose inhibition; coupled PK/LDH NADH assays, four targets; 65,000 compounds, 0.02% hits;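 active means single-dose screening hits from any of four coupled enzyme assays that gave an IC50 when retested across doses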;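 further: the DPM-DC format reads NADH fluorescence rather than 340 nm absorbance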
D1 mod – D1 CRE-luciferase signal change, two-sided – cell-based, HEK293 D1, dopamine EC30, D1 allosteric modulator project, primary screen. D(1A) dopamine receptor (Homo sapiens), P21728. dopamine EC30 potentiation; actives deviate in either direction. B-score at 10 µM. 58,000 compounds, 5.9% hits;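 active means luminescence count or its row- and column-corrected plate score outside the 99.7% band of the plate's sample wells, on either side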
Target sequence (P21728 whole entry, looked up): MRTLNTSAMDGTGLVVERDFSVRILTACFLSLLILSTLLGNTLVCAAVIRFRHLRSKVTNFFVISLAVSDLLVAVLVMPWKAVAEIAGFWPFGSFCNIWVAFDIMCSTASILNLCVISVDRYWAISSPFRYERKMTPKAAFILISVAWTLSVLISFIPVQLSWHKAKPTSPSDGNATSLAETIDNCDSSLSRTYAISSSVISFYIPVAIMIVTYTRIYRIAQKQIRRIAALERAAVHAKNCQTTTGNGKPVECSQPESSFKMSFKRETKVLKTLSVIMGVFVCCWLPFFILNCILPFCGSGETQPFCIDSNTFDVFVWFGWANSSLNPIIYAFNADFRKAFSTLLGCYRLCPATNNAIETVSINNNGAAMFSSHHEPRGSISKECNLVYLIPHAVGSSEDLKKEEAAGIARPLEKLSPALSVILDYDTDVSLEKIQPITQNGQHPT
SF-1 act – activators of human SF-1, primary screen, cell-based, CHO-K1, Gal4-SF-1 LBD, luciferase luminescence; Steroidogenic factor 1 (Homo sapiens), Q13285; CHO-K1 Gal4-SF-1 LBD luciferase reporter; % increase over DMSO SF-1-specific signal; activation, % at 10 µM; 65,000 compounds, 1.9% hits; AID 522, 2006;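 active means activation above the mean activation of all tested compounds plus 3 SD, cut at about 50% in these data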
Target sequence (Q13285 whole entry, looked up, the tested form may be a part): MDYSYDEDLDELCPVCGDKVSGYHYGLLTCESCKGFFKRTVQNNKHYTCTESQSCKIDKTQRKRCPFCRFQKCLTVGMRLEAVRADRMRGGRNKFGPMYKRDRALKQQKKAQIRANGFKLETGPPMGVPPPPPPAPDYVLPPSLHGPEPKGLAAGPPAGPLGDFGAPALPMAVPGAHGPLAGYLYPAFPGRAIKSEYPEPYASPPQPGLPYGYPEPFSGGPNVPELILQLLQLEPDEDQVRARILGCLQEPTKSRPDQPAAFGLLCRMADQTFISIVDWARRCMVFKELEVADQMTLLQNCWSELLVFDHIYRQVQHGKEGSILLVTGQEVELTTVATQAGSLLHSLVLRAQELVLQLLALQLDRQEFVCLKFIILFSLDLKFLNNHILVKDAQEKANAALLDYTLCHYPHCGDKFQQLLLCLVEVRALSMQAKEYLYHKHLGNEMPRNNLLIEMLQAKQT
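System: CHO-K1 cells with Gal4–hSF-1 LBD chimera plus Gal4-driven luciferase; quantity: 4,000 CHO-K1 cells per well; compound: one dose, 10 µM compound, 1% DMSO; times: 20 h compound treatment, 37 °C; measured by: SteadyLite luciferase luminescence; read-out: percent activation versus DMSO; benchmarks: DMSO and mock-transfected background; replicates: one test per compound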
Starred values were filed as active, the others as inactive; . = no result given; [ ] = remark or other dose.

SMILES	M1 ag	M1 antagonist	tolC growth inh	HEK293 NFkB inh	Jurkat viability	TNAP act mid DEA	NADH enzymes	D1 mod	SF-1 act
Cc1cc(C)nc(SCC2COc3ccccc3O2)n1 (configuration not stated)	0.045	-0.0011	10	-15	1	0.9	3%	-0.65	11
CS(=O)c1nc(-c2ccc(Br)cc2)cc(-c2ccccc2)c1C#N (configuration not stated)	0.15	0.13	95*	25	100*	0.9	7%	1.6	-61
Cc1ccc(NC(=O)N2CCCC2C(=O)NCCc2ccccc2)cc1 (configuration not stated)	0.11	-0.0065	19	6	-4	0.9	11%	0.061	-8
N#Cc1c(N)n(CCOC(=O)c2cccc(Br)c2)c2nc3ccccc3nc12	-1.2	-0.1	18	.	.	0.9	3%[fluoresces]	-0.58	2
CN(C)CC(O)COc1cccc(OCC(O)CN(C)C)c1 (configuration not stated)	-0.52	-0.42	15	.	.	0.9	1%	.	7
CCc1ccc2c(c1)C(C)=CC(C)(C)N2	-1.2	-0.82	1	.	.	1	8%	0.51	16
CC(C)C12CN3CC(C(C)C)(CN(C1)C31C(=O)Nc3ccccc31)C2=O (configuration not stated)	-0.056	-0.51	-3	6	-6	0.9	6%	-0.65	-3
COc1ccc(-c2c(C#N)c(SCc3c(C)noc3C)nc3c2C(=O)CC(C)(C)C3)cc1	0.73	-0.37	19	8	.	1	5%	0.83	1
COc1ccc(CNc2oc(COc3ccccc3Cl)nc2C#N)cc1	0.78	-0.25	17	.	.	0.9	0%	-0.17	-6
CSc1ncccc1C(=O)OCC(=O)NC1CCS(=O)(=O)C1 (configuration not stated)	1.3	0.08	-10	8	-6	0.9	6%	.	-21
O=C(NCC(=O)N(Cc1ccco1)C(C(=O)NC1CCCC1)c1cccnc1)c1cccs1 (configuration not stated)	0.0084	-0.37	-3	17	7	1	1%	-0.4	-5
CCc1ccc2[nH]c(=O)c(CN(CCCN3CCOCC3)C(=O)Nc3cccc(Cl)c3)cc2c1	0.17	-1	10	-4	4	0.9	8%	0.4	18
O=C(O)CCN1CCc2ccccc21	-0.31	0.1	-14	13	-5	0.8	6%	-1	5
Clc1cccc(CSc2nnc(-c3cccnc3)n2Cc2ccco2)c1	-0.2	-0.29	.	9	1	0.9	15%	0.0032	-18
CCCn1c(=O)c2c(c3ccccc31)OCC(=O)N2	-0.21	-0.12	19	3	0	0.9	5%	2.2	2
CC(=O)NC(Cc1ccccc1C)C(=O)NC1CCN(c2c3c(nc4ncnn24)CCC3)CC1 (configuration not stated)	0.66	0.31	1	4	3	0.9	6%	-0.049	-11
Cc1ccc(-n2c(=O)[nH]cc(C(=O)N3CCc4ccccc43)c2=O)cc1	1	0.95	-1	10	5	1.1	7%	0.078	-16
CCSc1nnc(NC(=O)c2cccs2)s1	0.43	0.29	13	-15	6	0.9	2%	1.6	43
COc1ccc2cc(CN(C(=O)Nc3ccccc3OC)C3CCCC3)c(=O)[nH]c2c1	2.4	0.24	23	10	-8	0.9	6%	2	1
O=C(CSc1nc2ccccc2[nH]1)c1ccc2c(c1)OCO2	-1.5	-0.66	16	2	-1	0.9	2%	-0.13	40

Some of these compounds in order of formula weight, ascending:
SMILES	M1 ag	M1 antagonist	tolC growth inh	HEK293 NFkB inh	Jurkat viability	TNAP act mid DEA	NADH enzymes	D1 mod	SF-1 act
CCCn1c(=O)c2c(c3ccccc31)OCC(=O)N2	-0.21	-0.12	19	3	0	0.9	5%	2.2	2
CN(C)CC(O)COc1cccc(OCC(O)CN(C)C)c1 (configuration not stated)	-0.52	-0.42	15	.	.	0.9	1%	.	7
CSc1ncccc1C(=O)OCC(=O)NC1CCS(=O)(=O)C1 (configuration not stated)	1.3	0.08	-10	8	-6	0.9	6%	.	-21
COc1ccc(CNc2oc(COc3ccccc3Cl)nc2C#N)cc1	0.78	-0.25	17	.	.	0.9	0%	-0.17	-6
COc1ccc2cc(CN(C(=O)Nc3ccccc3OC)C3CCCC3)c(=O)[nH]c2c1	2.4	0.24	23	10	-8	0.9	6%	2	1
COc1ccc(-c2c(C#N)c(SCc3c(C)noc3C)nc3c2C(=O)CC(C)(C)C3)cc1	0.73	-0.37	19	8	.	1	5%	0.83	1
O=C(NCC(=O)N(Cc1ccco1)C(C(=O)NC1CCCC1)c1cccnc1)c1cccs1 (configuration not stated)	0.0084	-0.37	-3	17	7	1	1%	-0.4	-5

(cont.)
SMILES	M1 ag	M1 antagonist	tolC growth inh	HEK293 NFkB inh	Jurkat viability	TNAP act mid DEA	NADH enzymes	D1 mod	SF-1 act
CSCCc1nc(SCC(=O)Nc2nnc(C)s2)[nH]c1C	-0.26	0.13	-10	4	5	0.9	7%	-0.7	1
COCCN(Cc1cc2cc3c(cc2n2nnnc12)OCO3)C(=O)c1ccccc1F	0.81	-0.47	-2	6	0	0.9	3%	2.5	0
Cc1ccc(NC(=O)CN(C)c2ccc(S(=O)(=O)N3CCN(C)CC3)cn2)cc1	0.93	0.49	-16	4	-5	1	0%	-2	-2
CC1(C)S[C@@H]2[C@H](NC(=O)C(C(=O)O)c3ccccc3)C(=O)N2[C@H]1C(=O)O (some centres not stated)	-0.5	0.18	-9	.	.	0.9	3%	0.48	-2
COc1ccccc1C(=O)OCC(=O)Nc1ccc(OC(F)F)cc1	0.21	-0.018	8	14	3	0.9	9%	0.1	-1
COC(=O)c1cc(NC(=O)CN2CCC(C(N)=O)(N3CCCCC3)CC2)cc(C(=O)OC)c1	0	0.71	-8	4	-2	1	4%	-0.55	0
O=C(CSc1nnc(-c2cccnc2)n1CCc1ccccc1)N1CCCCC1	-0.62	0.23	-4	9	-4	1	4%	-0.049	-14
Cc1ccc(C2C3=C(CC(C)(C)CC3=O)N(CCN3CCOCC3)C3=C2C(=O)CC(C)(C)C3)cc1	.	.	1	4	2	1.1	16%	0.06	2
CC12CCC(C(=O)N(CCC#N)CCC#N)(CC1=O)C2(C)C (configuration not stated)	-0.21	0.0085	14	.	.	0.9	2%	.	1
COc1cc([C@H]2[C@@H]3CCCC[C@]3(O)CCN2CC(=O)Nc2ccc(C)cc2)ccc1O	0.47	-0.24	13	1	-12	1	6%	.	2
COC(=O)CSc1nnc(-c2ccco2)o1	0.62	0.89	-8	6	0	0.9	3%	-0.56	13
O=C(CCCSc1nc2ccccc2s1)NC1=NCCS1	-0.51	-0.66	12	19	4	0.7	3%	.	-32
O=C(c1ccccc1)c1ccc(OC(=O)N2CCOCC2)cc1	-0.074	0.13	-3	7	2	0.9	8%	0.086	13
COc1ccc(NC(=O)CSc2nc3c(cc2C#N)CN(C)CC3)cc1	-0.37	-0.48	-1	16	-5	0.9	4%	-0.94	13
CCOC(=O)c1[nH]c(C)c(CCC(=O)OC)c1C	0.34	-0.63	-3	-2	10	0.9	1%	0.72	-4
CCOc1ccc2nc(NC(=O)CSc3nc4c(c(=O)n(C)c(=O)n4C)n3CC)sc2c1	-0.43	0.55	3	6	-2	1	4%	1.6	-14
CCOC(=O)c1c(N)sc2c1C1CCN2CC1	-0.038	-0.25	-8	-7	-5	1	4%	.	-9
Cc1cc(C(=O)CSc2nnc(-c3cccc(F)c3)n2N)c(C)n1Cc1ccc2c(c1)OCO2	1	-0.65	-4	16	37*	0.9	6%	-7.8*	10
CCC(COC(=O)Nc1cccc(C)c1C)NC(=O)OCC(C)C (configuration not stated)	-0.55	-0.45	25	15	-3	1	5%	0.61	0
c1ccc(-n2nnnc2-n2cnc3ccccc32)cc1	0.066	-0.4	2	24	-5	1.2	5%	0.37	5

Random excerpt: 2 records from the list
SMILES	M1 ag	M1 antagonist	tolC growth inh	HEK293 NFkB inh	Jurkat viability	TNAP act mid DEA	NADH enzymes	D1 mod	SF-1 act
CCOC(=O)c1[nH]c(C)c(CCC(=O)OC)c1C	0.34	-0.63	-3	-2	10	0.9	1%	0.72	-4
COc1ccccc1C(=O)OCC(=O)Nc1ccc(OC(F)F)cc1	0.21	-0.018	8	14	3	0.9	9%	0.1	-1

(next part)
SMILES	M1 ag	M1 antagonist	tolC growth inh	HEK293 NFkB inh	Jurkat viability	TNAP act mid DEA	NADH enzymes	D1 mod	SF-1 act
O=C(Cn1c(=O)n(Cc2ccco2)c(=O)c2c3c(sc21)CCCC3)Nc1ccccc1	0.68	-1.7	57	15	2	0.9	4%	0.17	8
CCOC(=O)N1CCN(C(=O)CC(C(=O)N2CCc3ccccc32)n2ccnc2)CC1 (configuration not stated)	-0.23	1.2	-8	-4	4	0.9	4%	-0.34	9
COc1ccc(C2C=C(c3cccs3)Nc3nc(CCCO)nn32)cc1 (configuration not stated)	288*	-18*	-7	13	4	0.6	9%[fluoresces]	0.084	-16
O=C(CN1C(=O)c2cccc3cccc1c23)Nc1ccc2c(c1)OCO2	1.2	-0.66	18	2	-7	0.9	6%	-0.85	-8
CCOC(=O)c1cc(CC)sc1NC(=O)COC	-0.67	-1.6	30	6	-6	1	5%	12*	0
COc1ccc(CCn2c(N)c(C#N)c3nc4ccccc4nc32)cc1OC	0.9	-1.5	-18	9	-2	1	6%	-0.66	17
CCN1CC=C2C(C#N)=C(N)C(C#N)(C#N)[C@H](c3cccc(OC)c3OC)[C@H]2C1	271*	-1.8	-4	.	.	0.9	4%	-2.1	-2
Nc1c(C(=O)NCc2ccccc2)nnn1Cc1ccc(F)cc1	-0.63	0.17	5	2	10	1	1%	-0.0091	0
CN1CCc2nc(SCC(=O)Nc3ccc(F)cc3)c(C#N)cc2C1	0.15	0.13	-6	16	-2	1	5%	-0.49	7
CC(C)COc1ccc(-c2nnc(-c3ccco3)o2)cc1	.	.	61*	-43	-3	0.9	9%	-5.5*	-5
CCCCNC(=O)Nc1cc(C(=O)OC)ccc1C	0.77	-0.31	-8	1	-7	0.9	2%	-0.24	-18
Cc1[nH]c(C(=O)N2CCCCC2)c(C)c1C(=O)NC1CCCCC1	-0.55	0.51	-34	17	-3	0.9	2%	0.074	-4
CCN1C(=O)c2cccc3c(S(=O)(=O)Nc4ccccn4)ccc1c23	-0.92	0.8	15	40*	12	1	7%	2.5*	-23

Source: PubChem (several laboratories)
